Screens from PubChem.
JMJD2A Tudor – qHTS Assay for Inhibitors of JMJD2A-Tudor Domain. Potency, µM (series often up to 114 µM), without a hit: at the top dose activity change, negative = inhibition, most hits filed as inhibitors. actives 4.4% (n = 390,000). Lysine-specific demethylase 4A (Homo sapiens), O75164. AlphaScreen JMJD2A-Tudor / H3K4me3 peptide binding; further: potency means the concentration at half of the fitted maximal effect; on the % scale 0 is the no-effect control and ±100 the full control effect; nearly all actives have a fitted effect of over 50% in size
GLS inhibitor – qHTS for Inhibitors of Glutaminase (GLS); actives 0.21% (n = 410,000); Potency, µM (titrated, usually from 45.5 µM), for the others: at the highest dose activity change, negative = inhibition, hits mostly inhibitors; GLS enzymatic activity, qHTS titration; Glutaminase kidney isoform, mitochondrial (Homo sapiens), O94925; further: potency means the concentration at half of the fitted maximal effect; on the % scale 0 is the no-effect control and ±100 the full control effect
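Two-point fluorescence kinetic (t0, 30 min RT) for hKGA; glutamate detected via glutamate oxidase–HRP–Amplex Red. Substrate: 1 mM L-glutamine solution; buffer 45 mM KH2PO4, pH 8.2.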
PI4K2A block – qHTS for small molecular inhibitors of PI4K2A | purified PI4K2A, ADP-Glo luminescence, 1 h; hits give low values | activity change, negative = inhibition, % at 76.9 µM | AID 1346378, 2018 | actives 0.13% (n = 420,000); in the data active means activity change below about -50%; inconclusive means mostly about -30% to -49%;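 further: -100% = wells without enzyme as full effect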
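In this quantitative HTS, ADP production by PI4K2A was quantified luminescently after 1 h at ambient temperature; 100 microM adenosine served as plate-quality control.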
Tb PGK inh – qHTS Assay to Find Inhibitors of Phosphoglycerate Kinase; Phosphoglycerate kinase, glycosomal (Trypanosoma brucei brucei), P07378; PGK/GAPDH coupled, Kinase-Glo luminescence, 60 min; AID 602233, 2012; actives 0.043% (n = 380,000); Potency, µM (highest dose often 57.5 µM), for the others: top-dose activity change, negative = inhibition, hits mostly inhibitors; further: potency means the concentration at half of the fitted maximal effect; on the % scale 0 is the no-effect control and ±100 the full control effect; nearly all actives have a fitted effect of over 60% in size
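Luminescent ATP detection (Kinase-Glo Plus) follows a 60-minute room-temperature incubation, with wells lacking PGK as controls. Buffer: 100 mM TEA (pH 7.6), 5 mM MgCl2, 0.01% Tween-20. Coupling enzyme GAPDH (100 nM final) supplies unstable 1,3-BPG in-well.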
ERG Ets-DNA blk – qHTS for Small Molecule Inhibitors of the ERG Ets/DNA interaction | Transcriptional regulator ERG (Homo sapiens), P11308 | fluorescence polarization, His-ERG Ets domain / labelled DNA | Potency, µM (highest dose often 76.9 µM), for the others: top-dose FP activity, negative = inhibition, most hits filed as inhibitors | actives 0.028% (n = 370,000); active means well fitted inhibition curve with a large enough effect in the polarisation, with a control signal flat; inconclusive means small, poorly fitted or top-dose-only effect, or effect the other way, or a change in a side signal; inactive means no such curve, though single readings can be large or run the other way; the % refers to the polarisation;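 further: polarization taken with two DNA probes labelled with fluorescein and Texas red; potency means the concentration at half of the fitted maximal effect; % of control where 0% means no effect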
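His-tagged ERG Ets domain (1 uM in the protein solution; 300mM KCl, 50mM Tris-HCl, 1mM EDTA, 1mM DTT, pH 7.5) received compound, then a probe mix of 5 nM fluorescein-DNA and 100nM Texas-615-DNA. Fluorescence polarization was read for both dyes.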
HP1b chromo inh – HTS for Inhibitors of HP1-beta Chromodomain Interactions with Methylated Histone Tails. Chromobox protein homolog 1 (Homo sapiens), P83916. AlphaScreen HP1-beta / biotin-H3K9me3 peptide binding. Potency, µM (doses to about 114 µM), for inactives: top-dose activity change, negative = inhibition, usual class: inhibitors. actives 0.56% (n = 390,000); further: potency means the concentration at half of the fitted maximal effect; nearly all actives have a fitted effect of over 70% in size; inactives centre near 23
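Compound inhibition of the preformed complex between 50 nM HP1-beta and 50 nM biotinylated H3K9me3 peptide was read by AlphaScreen. Buffer was PBS pH 7.4 with 0.01% Tween-20. Incubations ran 30 min at room temperature, with 10 ug/mL donor/acceptor beads.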
G9a block – qHTS Assay for Inhibitors of Histone Lysine Methyltransferase G9a; Histone-lysine N-methyltransferase EHMT2 (Homo sapiens), Q96KQ7; G9a H3K9 monomethylation, AlphaScreen, 2 h; Potency, µM (titrated, usually from 102 µM), for inactives: top-dose activity, negative = inhibition, most hits filed as inhibitors; actives 8.8% (n = 350,000); further: potency means the concentration at half of the fitted maximal effect; on the % scale 0 is the no-effect control and ±100 the full control effect; nearly all actives have a fitted effect of over 75% in size
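AlphaScreen read-out: biotin-H3K9 peptide (500 nM) methylation by 20 nM enzyme with 20 uM SAM, 2 h at room temperature after 15 min compound preincubation; anti-monomethyl H3K9 antibody plus donor/acceptor beads, 10 min dark.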
Pin1 inhibitor – qHTS Assay to Find Inhibitors of Pin1; Pin1 FP peptide displacement, HiFluor488, 10 min; actives 0.009% (n = 390,000); Potency, µM (doses to about 115 µM), without a hit: top-dose activity, negative = inhibition, usual class: inhibitors; active means well fitted inhibition curve with a large enough effect in the polarisation, with a control signal flat, not every such curve was filed as active; inconclusive means small, poorly fitted or top-dose-only effect, or effect the other way, or a change in a side signal; inactive means no such curve, though single readings can be large or run the other way; the % refers to the polarisation; further: potency means the concentration at half of the fitted maximal effect; on the % scale 0 is the no-effect control and ±100 the full control effect
BAZ2B block – qHTS Assay for Inhibitors of BAZ2B; Bromodomain adjacent to zinc finger domain protein 2B (Homo sapiens), Q9UIF8; AlphaScreen BAZ2B-H3K14Ac peptide displacement; Potency, µM (top dose mostly 114 µM), for inactives: at the highest dose activity change, negative = inhibition, most hits filed as inhibitors; actives 4.4% (n = 360,000); AID 504333, 2011; further: potency means the concentration at half of the fitted maximal effect; on the % scale 0 is the no-effect control and ±100 the full control effect; nearly all actives have a fitted effect of over 60% in size
Target sequence (Q9UIF8 whole entry, looked up, the tested form may be a part): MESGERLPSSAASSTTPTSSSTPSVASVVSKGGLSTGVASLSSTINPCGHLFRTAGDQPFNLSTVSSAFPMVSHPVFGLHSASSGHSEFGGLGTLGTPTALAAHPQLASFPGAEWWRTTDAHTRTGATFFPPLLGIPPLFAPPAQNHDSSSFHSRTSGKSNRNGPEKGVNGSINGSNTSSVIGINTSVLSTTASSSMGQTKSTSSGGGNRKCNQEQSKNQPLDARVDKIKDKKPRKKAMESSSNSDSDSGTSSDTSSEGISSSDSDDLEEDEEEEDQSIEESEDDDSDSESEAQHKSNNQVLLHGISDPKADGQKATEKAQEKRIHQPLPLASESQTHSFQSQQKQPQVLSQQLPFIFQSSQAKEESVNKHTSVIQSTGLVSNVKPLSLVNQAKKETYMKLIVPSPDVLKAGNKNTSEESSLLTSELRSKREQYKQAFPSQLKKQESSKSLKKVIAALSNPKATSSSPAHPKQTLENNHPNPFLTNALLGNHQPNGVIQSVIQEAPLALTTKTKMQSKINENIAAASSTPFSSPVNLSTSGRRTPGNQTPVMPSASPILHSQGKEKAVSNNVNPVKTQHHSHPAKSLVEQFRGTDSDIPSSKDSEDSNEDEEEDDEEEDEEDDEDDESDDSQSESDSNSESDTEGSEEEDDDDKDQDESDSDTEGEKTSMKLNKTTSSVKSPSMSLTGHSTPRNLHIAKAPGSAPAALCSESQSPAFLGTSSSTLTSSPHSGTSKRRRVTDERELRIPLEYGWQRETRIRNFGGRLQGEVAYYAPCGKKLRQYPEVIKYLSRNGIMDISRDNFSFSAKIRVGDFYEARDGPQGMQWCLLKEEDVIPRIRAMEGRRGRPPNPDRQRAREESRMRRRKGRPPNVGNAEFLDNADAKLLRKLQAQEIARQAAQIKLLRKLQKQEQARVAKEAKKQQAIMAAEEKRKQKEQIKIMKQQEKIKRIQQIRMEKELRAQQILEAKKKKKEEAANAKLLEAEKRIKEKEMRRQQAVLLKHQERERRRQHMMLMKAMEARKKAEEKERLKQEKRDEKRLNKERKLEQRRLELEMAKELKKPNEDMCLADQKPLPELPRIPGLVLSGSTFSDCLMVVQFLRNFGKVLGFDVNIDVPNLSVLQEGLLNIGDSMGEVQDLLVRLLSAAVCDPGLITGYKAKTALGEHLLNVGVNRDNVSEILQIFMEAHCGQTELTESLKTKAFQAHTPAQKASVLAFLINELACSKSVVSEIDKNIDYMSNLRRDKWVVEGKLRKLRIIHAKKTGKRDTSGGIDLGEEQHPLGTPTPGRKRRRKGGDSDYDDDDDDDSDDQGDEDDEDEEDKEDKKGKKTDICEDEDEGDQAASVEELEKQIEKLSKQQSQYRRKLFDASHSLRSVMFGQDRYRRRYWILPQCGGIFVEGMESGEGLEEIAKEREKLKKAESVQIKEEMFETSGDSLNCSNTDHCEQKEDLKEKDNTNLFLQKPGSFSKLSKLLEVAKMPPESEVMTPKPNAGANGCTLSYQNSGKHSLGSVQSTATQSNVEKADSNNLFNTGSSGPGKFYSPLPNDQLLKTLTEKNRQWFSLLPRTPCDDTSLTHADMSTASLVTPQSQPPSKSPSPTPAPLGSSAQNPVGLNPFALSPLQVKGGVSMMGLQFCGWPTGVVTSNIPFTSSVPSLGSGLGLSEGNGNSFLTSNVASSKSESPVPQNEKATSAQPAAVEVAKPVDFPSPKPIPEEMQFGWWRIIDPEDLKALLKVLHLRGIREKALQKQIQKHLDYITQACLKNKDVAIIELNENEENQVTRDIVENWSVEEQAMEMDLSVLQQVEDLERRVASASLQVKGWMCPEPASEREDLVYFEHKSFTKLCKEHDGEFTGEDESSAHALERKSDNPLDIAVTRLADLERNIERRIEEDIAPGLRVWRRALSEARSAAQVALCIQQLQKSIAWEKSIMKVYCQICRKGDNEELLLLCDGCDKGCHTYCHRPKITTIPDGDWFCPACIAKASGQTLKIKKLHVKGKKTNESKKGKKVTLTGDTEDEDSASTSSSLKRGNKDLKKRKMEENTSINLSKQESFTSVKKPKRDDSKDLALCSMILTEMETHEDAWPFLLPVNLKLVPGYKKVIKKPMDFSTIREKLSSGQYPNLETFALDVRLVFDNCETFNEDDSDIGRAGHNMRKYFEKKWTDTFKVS
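Complex of BAZ2B and biotin-H3K14Ac (50 nM apiece) forms over 30 min at RT, then faces library compounds up to 110 uM for another 30 min; AlphaScreen beads added, 20 min dark incubation, luminescence read.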
The depositor's hits bear a star; i = inactive; ? = inconclusive; · = no result given; [ ] = dose if it differs, or a comment. Unless noted, the call rests on the fitted dose curve; in most records, active means well fitted curve in the direction sought with a large enough effect; inconclusive means small, poorly fitted or top-dose-only effect, or another doubt; inactive means no such curve, though single readings can be large; an effect the other way counts as inactive or inconclusive. Rows are unselected; 11% or so of the library scored in one or more.

entry	canonical_smiles	Pin1 inhibitor	PI4K2A block	JMJD2A Tudor	BAZ2B block	ERG Ets-DNA blk
1	COc1c(O)ccc2cnn(-c3ccccc3C)c(=O)c12	-10%	6	-6%	6%	-4%
2	O=C(CN1C(=O)c2cccc3cccc1c23)Nc1ccc(S(=O)(=O)N2CCOCC2)cc1	17%	-4	-14%	20%	-14%
3	Cc1ccc(C(=O)N/C(=C\c2ccccc2)C(=O)OCc2ccccc2)cc1	47%[activator]	0	6%	-4%	-1%
4	Cc1cc(/C=C2\NC(=O)NC2=O)c(C)n1-c1ccc(N2CCOCC2)cc1	0%	-4	?	-33%	-2%
5	CCOC(=O)c1c(NC(=O)COC(=O)c2nccnc2N)sc2c1CCC2	6%	-4	-15%	8%	-16%
6	CCN(CC)CCNC(=O)c1ccc(NC(=O)c2cc(S(=O)(=O)N3CCCCC3)ccc2N2CCOCC2)cc1	3%	-4	-9%	·	·
7	S=c1[nH]nc(CCc2ccccc2)n1Cc1ccccc1	0%	-5	?	8%	5%
8	O=C(NCCc1ccccc1)c1cccc(S(=O)(=O)NCc2ccccc2)c1	6%	-1	-20%	12%	9%
9	COc1cccc(NC(=O)C(Cc2ccccc2)n2cccc2)c1 (stereo unspecified)	-1%	0	-12%	?	-4%
10	COc1ccc([N+](=O)[O-])cc1NC(=O)C(C)OC(=O)C1CCC1 (stereo unspecified)	3%	-4	-10%	-1%	-4%

entry	GLS inhibitor	Tb PGK inh	HP1b chromo inh	G9a block
1	-4%	i	40%[activator]	16%[59 µM]
2	-9%	-6%	60%[activator]	19%[59 µM]
3	-3%	-1%	39%	30%[59 µM]
4	-14%	0%	-36%	·
5	6%	-3%	21%	1%[12.7 µM]
6	-2%	i	28%	·
7	-18%	-4%	20%	3.5µM*
8	0%	-4%	13%	-33%
9	-8%	0%	10%	-25%
10	3%	1%	9%	-41%[0.501 µM]

Compounds listed so far that contain an aryl methoxy group:
entry	canonical_smiles	Pin1 inhibitor	PI4K2A block	JMJD2A Tudor	BAZ2B block	ERG Ets-DNA blk
1	COc1c(O)ccc2cnn(-c3ccccc3C)c(=O)c12	-10%	6	-6%	6%	-4%
9	COc1cccc(NC(=O)C(Cc2ccccc2)n2cccc2)c1 (stereo unspecified)	-1%	0	-12%	?	-4%
10	COc1ccc([N+](=O)[O-])cc1NC(=O)C(C)OC(=O)C1CCC1 (stereo unspecified)	3%	-4	-10%	-1%	-4%

entry	GLS inhibitor	Tb PGK inh	HP1b chromo inh	G9a block
1	-4%	i	40%[activator]	16%[59 µM]
9	-8%	0%	10%	-25%
10	3%	1%	9%	-41%[0.501 µM]

(more compounds)
entry	canonical_smiles	Pin1 inhibitor	PI4K2A block	JMJD2A Tudor	BAZ2B block	ERG Ets-DNA blk
11	Cc1ccccc1CNC(=O)c1ccc(NC(=O)N2CCCCc3ccccc32)cc1	-3%	0	-9%	-1%	1%
12	Cc1cc(C)c(OCC(=O)Nc2ccc(NC(=O)c3ccco3)cc2)c([N+](=O)[O-])c1	2%	-1	-14%	-34%	1%
13	Cc1c(C(=O)Nc2ccncc2)sc2nc(-c3ccccc3)cn12	29%	-5	?	?	2%
14	CCOc1ccccc1C1C(C#N)=C(N)Oc2cc(N)ccc21 (stereo unspecified)	0%	1	-35%	-11%	1%
15	Cc1cc(C)cc(NC(=S)NCC2CCN(C(C)c3ccccc3)C2)c1 (stereo unspecified)	-6%	4	-20%	-17%	7%
16	COc1ccccc1NCc1cccn1-c1nnc(N2CCCCCC2)s1	-1%	-7	45µM*	-2%[57.1 µM]	-15%
17	NCCCC[C@H]1CNC(=O)C(=O)N1CCC12CC3CC(CC(C3)C1)C2	-6%	-1	-26%	5%	5%
18	Cc1cc(C)cc(N2C(=O)CC(c3ccccc3)CC2=O)c1	-1%	-1	-16%	10%	-8%
19	Cc1ccc(S(=O)(=O)N2CC(=O)Nc3ccccc32)cc1	0%	8	-2%	11%	·
20	CC1CC(C)(C)NC2(CCCC2)N1 (stereo unspecified)	6%	3	?	·	-4%

entry	GLS inhibitor	Tb PGK inh	HP1b chromo inh	G9a block
11	4%	9%	28%	16%[59 µM]
12	2%	2%	9%	17%
13	0%	i	30%	?
14	11%	-5%	3%	23%[59 µM]
15	13%	-10%	20%	-45%
16	-4%	-6%	-13%	?
17	5%	-7%	30%	-3%[12.7 µM]
18	10%	-1%	44%[activator]	12%[2.33 µM]
19	0%	·	9%	1%[59 µM]
20	-1%	7%	6%	·

Structures above printed as active in JMJD2A Tudor.
entry	canonical_smiles	Pin1 inhibitor	PI4K2A block	JMJD2A Tudor	BAZ2B block	ERG Ets-DNA blk
16	COc1ccccc1NCc1cccn1-c1nnc(N2CCCCCC2)s1	-1%	-7	45µM*	-2%[57.1 µM]	-15%

entry	GLS inhibitor	Tb PGK inh	HP1b chromo inh	G9a block
16	-4%	-6%	-13%	?

Going on with the list.
entry	canonical_smiles	Pin1 inhibitor	PI4K2A block	JMJD2A Tudor	BAZ2B block	ERG Ets-DNA blk
21	Nc1ccc2nc(SCC(=O)N3CCN(c4ccccc4)CC3)sc2c1	-9%	1	-31%	?	-14%
22	COCCNC(=O)CSc1nnc(-c2ccc(OC)c(OC)c2)c(-c2ccc(OC)c(OC)c2)n1	0%	-2	-11%	-4%	2%
23	O=c1ccc(-c2n[nH]c(=S)n2-c2ccc(F)c(Cl)c2)n[nH]1	8%	2	35µM*	?	0%
24	CCOC(=O)c1ccc(-c2ccc(/C=N/NC(=O)CN(c3ccccc3Br)S(C)(=O)=O)o2)cc1	32%[activator]	-3	-15%	-38%	2%
25	CCOc1[nH]n(-c2ccc(Cl)cc2)c(=O)c1C=Nc1ccc(O)cc1	3%	-7	-20%[57.1 µM]	-2%	-6%
26	COC(=O)Cc1ccc(OCC(=O)Nc2ccc(OC(F)(F)F)cc2)cc1	-3%	3	-9%	9%	0%
27	COCCNC(=O)/C(C#N)=C/c1cccc(/C=C(\C#N)C(=O)NCCOC)c1	1%	-13	-11%	-3%	-15%
28	O=C(O)c1ccc(Cl)c(S(=O)(=O)Nc2ccc(OCc3ccccc3)cc2)c1	-2%	-5	-14%	-13%	7%
29	CCOc1ccc(C(=O)NCCc2sc(-c3ccc(OC)c(OC)c3)nc2C)cc1	?	-4	-15%	-5%	2%
30	Cc1cnc(NS(=O)(=O)c2ccccc2)c(C)n1	0%	-1	-8%	-13%	1%

entry	GLS inhibitor	Tb PGK inh	HP1b chromo inh	G9a block
21	-19%	-2%	4%	50µM*
22	?	-6%	-6%	-7%[59 µM]
23	0%	7%	16%	3.2µM*
24	0%	-6%	7%	?
25	6%	-9%	-11%	-47%
26	0%	-1%	22%	15%[59 µM]
27	26%	-6%	0%	-9%[59 µM]
28	-6%	-4%	11%	40µM*
29	7%	8%	12%[57 µM]	18%[59 µM]
30	-3%	i	22%	20%

(more compounds)
entry	canonical_smiles	Pin1 inhibitor	PI4K2A block	JMJD2A Tudor	BAZ2B block	ERG Ets-DNA blk
31	O=S(=O)(c1ccccc1)N1CCN=C1SCc1ccccc1	2%	-1	44%[activator]	39%	6%
32	COc1ccc(CNC(=O)COCc2cc(-c3cccs3)on2)cc1	0%	-1	2%	-1%	-2%
33	Cc1ccc(-c2nnc3c4ccccc4c(C)nn23)cc1NC(=O)c1cccc(Br)c1	-5%	1	-4%	3%	1%
34	O=C(COc1ccccc1F)Nc1ccc(S(=O)(=O)N2CCCC2)cc1	4%	-2	1%	-1%	8%
35	O=S(=O)(Nc1ccccc1O)c1ccc(-c2ccccc2)cc1	4%	-1	-33%	?	2%
36	O=C1NC2(CCCCCC2)Oc2ccccc21	-6%	1	-13%	-17%	-20%
37	CCC(=O)Nc1cccc(C(=O)/C=C/c2ccccc2)c1	-2%	5	-24%	-6%	3%
38	O=C(O)CC1C(=O)NCCN1C/C=C/c1ccccc1 (stereo unspecified)	-5%	1	-21%	11%	-7%
39	COC(=O)c1c(C)[nH]c(C=O)c1-c1ccccc1	2%	2	-13%	0%	-19%
40	O=C(CCc1ccccc1)NCc1cccnc1	-1%	0	-12%	4%	-3%

entry	GLS inhibitor	Tb PGK inh	HP1b chromo inh	G9a block
31	-8%	-12%	83%[activator]	62%[activator]
32	-10%	-10%	24%	-1%[59 µM]
33	3%	8%	73%[activator]	7%[59 µM]
34	-3%	i	59%[activator]	?
35	8%	-8%	16%	?
36	0%	i	10%	8%
37	2%	-7%	0%	43%[12.7 µM]
38	3%	-9%	58%[activator]	?
39	8%	-7%	2%	10%
40	10%	-1%	30%	20%
